Screening results: PubChem BioAssay, National Center for Advancing Translational Sciences (NCATS)
WRN inhibitor = inhibitors of human WRN helicase; Q14191; WRN helicase unwinding, fluorescent forked duplex, kinetic; Potency, µM (highest dose often 114 µM), inactives show top-dose activity change, negative = inhibition, usual class: inhibitors; hit rate 0.46% among 360,000; also: potency is read from the fitted curve at half-maximal effect; % is scaled to controls: 0 for no effect and ±100 for the full control effect; nearly all actives have a fitted effect of over 55% in size
Target sequence (Q14191 whole entry, looked up): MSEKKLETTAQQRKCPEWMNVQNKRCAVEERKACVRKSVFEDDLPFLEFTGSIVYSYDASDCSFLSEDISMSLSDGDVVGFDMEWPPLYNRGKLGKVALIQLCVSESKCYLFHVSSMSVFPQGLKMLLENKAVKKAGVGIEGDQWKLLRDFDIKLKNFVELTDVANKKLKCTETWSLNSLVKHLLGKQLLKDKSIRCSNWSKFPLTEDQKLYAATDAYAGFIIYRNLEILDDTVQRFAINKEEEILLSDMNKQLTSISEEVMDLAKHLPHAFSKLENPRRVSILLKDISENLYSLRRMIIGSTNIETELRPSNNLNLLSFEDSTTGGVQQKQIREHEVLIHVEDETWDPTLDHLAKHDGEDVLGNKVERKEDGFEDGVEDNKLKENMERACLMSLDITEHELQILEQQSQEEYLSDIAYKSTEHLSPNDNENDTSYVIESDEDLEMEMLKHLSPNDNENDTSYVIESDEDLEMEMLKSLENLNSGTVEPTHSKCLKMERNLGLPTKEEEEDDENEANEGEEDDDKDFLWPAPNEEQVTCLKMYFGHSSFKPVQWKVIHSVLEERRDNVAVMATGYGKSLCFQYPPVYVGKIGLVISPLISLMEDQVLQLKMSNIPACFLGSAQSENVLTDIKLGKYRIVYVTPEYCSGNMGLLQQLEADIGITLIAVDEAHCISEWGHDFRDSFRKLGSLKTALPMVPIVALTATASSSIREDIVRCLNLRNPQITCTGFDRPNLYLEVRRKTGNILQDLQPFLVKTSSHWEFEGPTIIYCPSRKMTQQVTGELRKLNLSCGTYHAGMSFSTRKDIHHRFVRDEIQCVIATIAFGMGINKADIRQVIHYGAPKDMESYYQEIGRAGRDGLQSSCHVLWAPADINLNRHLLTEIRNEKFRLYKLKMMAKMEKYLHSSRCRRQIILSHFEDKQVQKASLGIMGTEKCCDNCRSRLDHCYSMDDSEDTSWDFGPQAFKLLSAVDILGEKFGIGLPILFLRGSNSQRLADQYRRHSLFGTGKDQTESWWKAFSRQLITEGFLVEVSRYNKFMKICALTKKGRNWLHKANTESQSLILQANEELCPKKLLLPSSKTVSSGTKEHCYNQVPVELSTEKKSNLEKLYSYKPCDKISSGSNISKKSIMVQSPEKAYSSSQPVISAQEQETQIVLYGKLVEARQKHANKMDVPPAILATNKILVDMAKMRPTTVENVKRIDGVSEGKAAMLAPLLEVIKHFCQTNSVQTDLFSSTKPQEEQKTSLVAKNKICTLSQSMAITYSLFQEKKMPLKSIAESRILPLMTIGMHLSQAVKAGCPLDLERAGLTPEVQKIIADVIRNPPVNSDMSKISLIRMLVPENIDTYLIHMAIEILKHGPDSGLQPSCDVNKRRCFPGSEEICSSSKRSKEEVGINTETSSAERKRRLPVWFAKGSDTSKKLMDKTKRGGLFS
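WRN at 20 nM final was preincubated with compound for 15 min at room temperature; reaction started with 100 nM forked duplex oligonucleotide carrying fluorophore and quencher plus 2 mM ATP (final). Unwinding followed kinetically by red fluorescence (ex 525/em 598 nm).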
PLK1 PBD inh = inhibitors of human PLK1 polo-box domain binding; Plk1 PBD binding of FITC phosphopeptide, fluorescence polarization; Potency, µM, inactives show max response, negative = inhibition, actives largely listed as inhibitors; hit rate 2.8% among 360,000; also: potency is read from the fitted curve at half-maximal effect; series mostly up to about 57 µM; % is scaled to controls: 0 for no effect and ±100 for the full control effect; nearly all actives have a fitted effect of over 65% in size
EPAC1 agonist = activates human EPAC1 exchange factor; O95398; EPAC1 agonist qHTS, biochemical assay; response scale: 100% = response to 6.5 mM cAMP; Potency, µM (doses to about 154 µM), without a hit: at the highest dose activation, most hits filed as activators; hit rate 0.073% among 360,000; AID 720707; also: potency is read from the fitted curve at half-maximal effect; nearly all actives have a fitted effect of over 60% in size
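Read-out is the fluorescence drop as BODIPY-GDP leaves Rap1B (480 nm excitation, 540 nm emission), recorded every 5 minutes over 30 minutes. Reactions held 100 nM EPAC1, 250 nM Rap1B–BODIPY-GDP and 50 uM GDP, with 6.5 mM cAMP setting full activation.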
FUS yeast rescue = FUS proteinopathy suppression in yeast; hit rate 0.24% among 390,000; Potency, µM (series often up to 76.6 µM), for the others: top-dose growth rescue (activation), most hits filed as activators; S. cerevisiae FUS-expressing, growth rescue, OD600, 24 h;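 also: potency is read from the fitted curve at half-maximal effect; plate controls were DMSO vehicle for no effect and reference control for full effect; nearly all actives have a fitted effect of over 55% in size; some results filed as inactive show a strong effect at the top dose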
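Cultures pregrown in 2.5% raffinose medium are shifted to minimal medium containing 2% galactose to express toxic FUS. Compounds are tested at several concentrations. After 24hr at 30C, growth is quantified at 600 nm absorbance.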
EPAC1 antagonist = EPAC1 (human) antagonism; EPAC1 GEF assay, Rap1b-BODIPY-GDP exchange fluorescence; Potency, µM (doses to about 115 µM), for inactives: at the top dose activity change, negative = inhibition, actives largely listed as inhibitors; hit rate 0.14% among 360,000;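 also: potency is read from the fitted curve at half-maximal effect; plate controls were vehicle for no effect and positive control for full effect; nearly all actives have a fitted effect of over 50% in size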
IL-2 act = activates IL-2 in a cell-based reporter assay. IL-2 activation reporter assay, cell-based qHTS; stimulated with anti-CD3/CD4/CD28 beads; in transgenic mouse T cells. activation, % (series mostly up to about 46 µM). hit rate 0.065% among 360,000; in the data active = activation above about 50%; inconclusive = mostly about 30% to 49%; also: 0% is about no effect
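First, unstimulated transgenic mouse T cells were exposed to compound for 60 min. Next, anti-CD3/anti-CD4-coated beads with anti-CD28 were added. Finally, after 18 h at 37 degrees C, EGFP and DsRed were imaged.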
PI5P4K alpha inh = blocks human PI5P4K alpha kinase activity; P48426; hit rate 1.2% among 330,000; max response, %; PI5P4Kalpha enzyme, ADP-Glo luminescence, 60 min; stronger effect = lower value; active = max response of -50% or lower; inconclusive = between -30% and -50%; inactive = -30% or higher; also: value at the top dose of about 77 µM; % is scaled to controls: 0 for no effect and ±100 for the full control effect
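Enzyme plus substrate dispensed, test compounds pinned in, then ATP (5 microM final) added. After 60 min at RT, ADP-Glo reagent 1 for 45 min and reagent 2 for 30 min preceded luminescence imaging.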
Abeta rescue = compounds reversing amyloid beta toxicity in yeast; yeast expressing A-beta42, growth rescue, OD600, 48 h; response scale: 0% DMSO, 100% iron-clioquinol control; hit rate 0.063% among 410,000; Potency, µM (highest dose often 46.1 µM), for the others: at the highest dose growth rescue, actives largely listed as activators; also: potency is read from the fitted curve at half-maximal effect; nearly all actives have a fitted effect of over 55% in size
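Growth rescue measured by 600 nm absorbance after 48 h yeast culture at 30 C with compound. Values normalized between DMSO and an equimolar ferric chloride plus clioquinol control.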
Active calls of the source: *; [ ] = dose if it differs, or a comment. Unless noted, calls follow the shape of the dose curve; as a rule, active = well fitted curve in the direction sought with a large enough effect; inconclusive = small, poorly fitted or top-dose-only effect, or another doubt; inactive = no such curve, though single readings can be large; an effect the other way counts as inactive or inconclusive.

Screening CC(C)C[C@H]1CN([C@@H](CC(C)C)CN2CCCC2CN2C(=S)NC[C@@H]2Cc2ccccc2)C(=S)N1CCc1ccccc1 (stereo partly specified) returned WRN inhibitor -7.6%, PLK1 PBD inh -9.3%, EPAC1 agonist -5.6%, FUS yeast rescue inconclusive, EPAC1 antagonist -0.5%, IL-2 act -0.7, PI5P4K alpha inh 10.8 and Abeta rescue inconclusive.
Screening CCN1C(=O)[C@H]2[C@@H](c3ccc(SC4CCCCC4)c(OC)c3)N[C@@](Cc3ccccc3)(C(=O)OC)[C@H]2C1=O returned WRN inhibitor -11.5%, PLK1 PBD inh -20.4%, EPAC1 agonist -2.9%, FUS yeast rescue 26.7%, EPAC1 antagonist -12.4%, IL-2 act -1.1, PI5P4K alpha inh -0.8 and Abeta rescue 10.1%.
`COc1cccc(-c2oc3c(c2C#CCCO)C(O)CCC3)c1` (stereo unspecified) gave WRN inhibitor 0.3%, PLK1 PBD inh -9.1%, EPAC1 agonist 4.2%, FUS yeast rescue -4.2%, EPAC1 antagonist -7.4%, IL-2 act -0.4, PI5P4K alpha inh 0.6 and Abeta rescue 5.6%.
`COc1ccc(-c2nnc(SC(C)C(=O)Nc3ccc4c(c3)OCCO4)o2)cc1` (stereo unspecified) gave WRN inhibitor -6.5%, PLK1 PBD inh -4.9%, EPAC1 agonist 5.6%, FUS yeast rescue 24.2%, EPAC1 antagonist -7.4%, IL-2 act -1.0 and Abeta rescue 3.8%.
`O=C(COc1ccc(-c2ccccc2)cc1)N1CCN(S(=O)(=O)Cc2ccccc2)CC1` gave WRN inhibitor 15.7%, PLK1 PBD inh -5.1%, EPAC1 agonist -4.1%, EPAC1 antagonist -19.8%, IL-2 act -0.5, PI5P4K alpha inh -0.3 and Abeta rescue -5.2%.
For CCS(=O)(=O)c1ccc(C=NNc2nc3ccccc3o2)cc1 the results were WRN inhibitor -11.6%, PLK1 PBD inh -2.1%, EPAC1 agonist -4.2%, EPAC1 antagonist 1.6%, IL-2 act -6.4, PI5P4K alpha inh -5.3 and Abeta rescue -9.9%.
For O=C(NCc1cccc(C(F)(F)F)c1)c1ccc2sc(C3=C[C@@H](O)[C@@H](O)[C@@H](CO)O3)nc2c1 the results were WRN inhibitor -3.0%, PLK1 PBD inh -11.5%, EPAC1 agonist -7.9%, FUS yeast rescue 17.6%, EPAC1 antagonist -5.7%, IL-2 act 0.7, PI5P4K alpha inh -23.6 and Abeta rescue -12.5%.
`O=C(Nc1cccc([N+](=O)[O-])c1)Nc1ccc(Cl)cn1` gave WRN inhibitor 1.2%, PLK1 PBD inh -6.6%, EPAC1 agonist 1.3%, FUS yeast rescue -18.8%, EPAC1 antagonist 1.0%, IL-2 act 0.2, PI5P4K alpha inh -0.2 and Abeta rescue -1.9%.
Screening CCCCN(C(=O)c1ccco1)C1CCS(=O)(=O)C1 (stereo unspecified) returned WRN inhibitor -10.2%, PLK1 PBD inh 3.4%, EPAC1 agonist 8.9%, FUS yeast rescue -1.4%, EPAC1 antagonist -6.3%, IL-2 act -0.1, PI5P4K alpha inh -1.2 and Abeta rescue -2.6%.
For O=C(CSc1nncn1-c1ccccc1)NCc1cccs1 the results were WRN inhibitor 9.7%, PLK1 PBD inh -2.5%, EPAC1 agonist 4.2%, FUS yeast rescue -15.3%, EPAC1 antagonist 14.7%, IL-2 act -0.2, PI5P4K alpha inh -7.3 and Abeta rescue -0.6%.
For COC(=O)c1ccc(CSC2=NC[C@@H]3[C@@H]4C(=O)N(Cc5ccccc5)C(=O)[C@@H]4[C@](Cc4ccccc4)(C(=O)OC)N23)cc1 the results were WRN inhibitor -1.8%, PLK1 PBD inh -3.6%, EPAC1 agonist 12.3%, FUS yeast rescue inconclusive, EPAC1 antagonist -5.1%, IL-2 act 0.0, PI5P4K alpha inh 7.8 and Abeta rescue -1.2%.
For O=C(COC(=O)CNC(=O)C1CCCCC1)Nc1ccc(F)c([N+](=O)[O-])c1 the results were WRN inhibitor -16.6%, PLK1 PBD inh -15.0%, EPAC1 agonist 8.2%, EPAC1 antagonist -14.0%, IL-2 act -0.1, PI5P4K alpha inh 2.3 and Abeta rescue -12.5%.
`O=C(c1ccncc1)N1CCN(c2ccc(F)cc2)CC1` gave WRN inhibitor 3.8%[57.1 µM], PLK1 PBD inh -5.2%, EPAC1 agonist 0.0%, FUS yeast rescue 1.9%, EPAC1 antagonist 0.0%, IL-2 act 0.8, PI5P4K alpha inh 0.4 and Abeta rescue 20.1%.
COc1cccc(-n2cc(-c3ccc(F)cc3)[nH]c2=S)c1 was read as WRN inhibitor -7.8%, PLK1 PBD inh -4.9%, EPAC1 agonist 13.8%, FUS yeast rescue -16.1%, EPAC1 antagonist 4.8%, IL-2 act -0.9, PI5P4K alpha inh -29.1 and Abeta rescue inconclusive.
Screening COc1ccc(Nc2nc(N)nc(CSc3nc(C)cc(C)n3)n2)cc1 returned WRN inhibitor 1.1%, PLK1 PBD inh -3.5%, EPAC1 agonist -3.9%, FUS yeast rescue inconclusive, EPAC1 antagonist -25.3%, IL-2 act -2.2, PI5P4K alpha inh 11.2 and Abeta rescue -3.2%.
`O=C(CSc1n[nH]c(-c2ccccc2)n1)Nc1ccc(Br)cn1` gave WRN inhibitor -4.5%, PLK1 PBD inh -7.8%, EPAC1 agonist -5.9%, FUS yeast rescue -11.3%, EPAC1 antagonist 5.7%, IL-2 act 1.4, PI5P4K alpha inh -7.6 and Abeta rescue -11.1%.
`COC(=O)/C=C1\OCc2cc(OCc3ccccc3)ccc21` gave WRN inhibitor -4.2%, PLK1 PBD inh -1.9%, EPAC1 agonist 2.8%, FUS yeast rescue 26.3%, EPAC1 antagonist -5.1%, IL-2 act -0.9, PI5P4K alpha inh 1.1 and Abeta rescue -6.6%.
Screening CCC(C)c1ccccc1NC(=O)CN(CC)CC(=O)Nc1ccc2c(c1)OCCO2 (stereo unspecified) returned WRN inhibitor -24.6%, PLK1 PBD inh -7.8%, EPAC1 agonist -3.6%, FUS yeast rescue 25.8%, EPAC1 antagonist -14.0%, IL-2 act 0.1, PI5P4K alpha inh 3.2 and Abeta rescue 16.7%.
`CCc1nc(SCC(=O)Nc2ccccc2OC)c2c(C)c(C)sc2n1` gave WRN inhibitor 2.0%, PLK1 PBD inh -6.7%, EPAC1 agonist -6.2%, FUS yeast rescue 18.6%, EPAC1 antagonist -29.6%, IL-2 act -5.8, PI5P4K alpha inh 15.9 and Abeta rescue -12.0%.
Brc1ccc(OCCN2CCOCC2)cc1 was read as WRN inhibitor -27.3%, PLK1 PBD inh -18.7%, EPAC1 agonist 5.5%, FUS yeast rescue -0.4%, EPAC1 antagonist -7.2%, IL-2 act -0.1, PI5P4K alpha inh -9.2 and Abeta rescue -19.1%.
`Cc1ccc(-c2csc(NC(=O)c3ccc(Br)cc3)c2C(=O)O)cc1` gave WRN inhibitor -18.2%, PLK1 PBD inh inconclusive, EPAC1 agonist -1.0%, FUS yeast rescue 21.4%, EPAC1 antagonist inconclusive, IL-2 act 0.2, PI5P4K alpha inh -76.7* and Abeta rescue -3.5%.
`CCC1CSC(Nc2ccc(C(=O)/C=C/c3ccc(OC)c(OC)c3)cc2)=N1` (stereo unspecified) gave WRN inhibitor -10.8%, PLK1 PBD inh -2.2%, EPAC1 agonist 23.2%, EPAC1 antagonist 9.6%, IL-2 act 0.8, PI5P4K alpha inh -1.2 and Abeta rescue 10.3%.
Screening O=S(=O)(c1ccc(F)cc1)N1CCN(Cc2ccccc2C(F)(F)F)CC1 returned WRN inhibitor -2.4%, PLK1 PBD inh -15.7%, EPAC1 agonist 16.6%, FUS yeast rescue 4.5%, EPAC1 antagonist -21.8%, IL-2 act -1.6, PI5P4K alpha inh 1.3 and Abeta rescue -28.1%.
Screening Cc1nn(Cc2ccccc2Cl)c2sc(C(=O)OC3CCCC3=O)cc12 (stereo unspecified) returned WRN inhibitor -1.7%, PLK1 PBD inh -6.0%, EPAC1 agonist 4.6%, FUS yeast rescue 37.6%, EPAC1 antagonist inconclusive, IL-2 act -1.2 and Abeta rescue -2.0%.
CCOC(=O)C1=C(CC)Nc2ccccc2N=C1NC(=O)c1cc(S(=O)(=O)N2CCOCC2)ccc1C was read as WRN inhibitor -8.8%, PLK1 PBD inh -8.2%, EPAC1 agonist 9.7%, FUS yeast rescue inconclusive, EPAC1 antagonist 1.7%, IL-2 act 1.3, PI5P4K alpha inh -2.6 and Abeta rescue -5.2%.
For CCOc1cccc2sc(N(CCN(CC)CC)C(=O)c3ccc(S(=O)(=O)N4CCCCC4)cc3)nc12 the results were WRN inhibitor 2.5%, PLK1 PBD inh 2.2%, EPAC1 agonist -4.5%, FUS yeast rescue -16.7%, EPAC1 antagonist -19.7%, IL-2 act 0.9, PI5P4K alpha inh 0.7 and Abeta rescue 3.1%.
COc1cccc(CCc2nnc(CCC(=O)NC(C)Cc3cccs3)o2)c1 (stereo unspecified) was read as WRN inhibitor -6.4%, PLK1 PBD inh -2.0%, EPAC1 agonist 5.0%, FUS yeast rescue -7.6%, EPAC1 antagonist 0.0%, IL-2 act 0.5, PI5P4K alpha inh 2.2 and Abeta rescue -14.8%.
CCOC(=O)CCSCC(=O)Nc1nnc(C)s1 was read as WRN inhibitor -1.6%, PLK1 PBD inh -16.6%, EPAC1 agonist -9.7%, FUS yeast rescue -21.7%, EPAC1 antagonist 1.7%, IL-2 act -1.4, PI5P4K alpha inh 2.3 and Abeta rescue 3.7%.
Screening Cc1ccc(C2OCC(C)([N+](=O)[O-])CO2)cc1 (stereo unspecified) returned WRN inhibitor 9.9%, PLK1 PBD inh -13.1%, EPAC1 agonist 6.0%, FUS yeast rescue -18.8%, EPAC1 antagonist 8.4%, IL-2 act -0.2, PI5P4K alpha inh 0.1 and Abeta rescue -5.0%.
O=S(Cc1ccc(Cl)cc1)CC(O)COc1ccc(Cl)cc1 (stereo unspecified) was read as WRN inhibitor -3.2%, PLK1 PBD inh -4.6%, EPAC1 agonist 0.7%, FUS yeast rescue 13.0%, EPAC1 antagonist -4.1%, IL-2 act -1.8 and Abeta rescue 12.5%.
For COC(=O)C(C)NC(=O)CNS(=O)(=O)c1ccc(F)cc1 (stereo unspecified) the results were WRN inhibitor -7.9%, PLK1 PBD inh -18.2%, EPAC1 agonist 2.6%, FUS yeast rescue 22.7%, EPAC1 antagonist inconclusive, IL-2 act 0.6, PI5P4K alpha inh 0.3 and Abeta rescue -9.0%.
